CaV13 ICDI inh = Disruptors of the CACNA1D IQ motif to Ca2+-dependent inactivation inhibitor domain association, primary screening, Förster resonance energy transfer in intact living … | 0.098% of 340,000 active | inhibition, % at 12.3 µM | AID 743397 | HEK cells, CFP/YFP FRET ICDI-IQ, plate reader, 10 min; percent FRET-ratio fall versus neutral wells;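 active means mean replicate inhibition of at least 30% and at least 1% of replicates passing that level; inconclusive means only one of the two criteria is met; inactive means neither criterion is met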;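 further: 0% = median of the neutral control wells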
iPSC survival up = enhancers of single-cell hiPSC survival, primary screen, ATPlite luminescence; 100% = ROCK inhibitor wells, 0% = DMSO; survival enhancement, % at 20 µM; 0.044% of 360,000 active; AID 602274, 2012; in the data active means survival enhancement above about 18%;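 further: cells exposed to compounds for 16 hours before the ATP read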
NR2E3 ag-1 = NR2E3 agonists in two-hybrid cells, primary screen, cell-based, luminescence, CHO-S, Gal4-NCOR/VP16-NR2E3; Photoreceptor-specific nuclear receptor (Homo sapiens), Q9Y5X4; luciferase; inhibition of corepressor binding, % at 3.98 µM; 0.35% of 360,000 active; AID 602229, 2012;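 active means inhibition above the mean of all tested compounds plus 3 SD, cut at about 70% in these data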;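 further: 0% = DMSO with NR2E3 transfected cells and 100% = cells lacking NR2E3 construct; higher means lower luciferase signal from less NR2E3 corepressor binding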
Target sequence (Q9Y5X4 whole entry, looked up, the tested form may be a part): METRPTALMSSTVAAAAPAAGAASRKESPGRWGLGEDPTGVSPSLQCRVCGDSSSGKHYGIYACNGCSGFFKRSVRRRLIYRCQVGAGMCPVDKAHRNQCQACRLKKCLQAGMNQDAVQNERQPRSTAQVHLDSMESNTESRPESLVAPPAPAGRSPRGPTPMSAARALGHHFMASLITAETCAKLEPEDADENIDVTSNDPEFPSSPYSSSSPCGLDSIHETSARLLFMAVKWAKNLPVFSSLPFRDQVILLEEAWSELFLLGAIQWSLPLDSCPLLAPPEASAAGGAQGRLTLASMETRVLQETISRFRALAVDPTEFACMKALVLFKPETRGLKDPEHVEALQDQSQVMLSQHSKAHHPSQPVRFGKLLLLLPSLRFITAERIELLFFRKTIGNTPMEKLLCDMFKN
Peg3 promoter = Peg3 promoter-driven luciferase inhibitors, primary screen, cell-based, HeLa, luciferase luminescence; HeLa PEG-Prom luciferase reporter, overnight; inhibition, % at 20 µM; 1.7% of 360,000 active; AID 588405, 2011;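 active means inhibition of at least 50% at 20 µM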
PDI turbidity = inhibitors of human PDI, primary screen, biochemical, turbidity, single point, plate reader | PDI insulin aggregation turbidity, A650, 90 min | Protein disulfide-isomerase (Homo sapiens), P07237 | inhibition, % at 10 µM | 0.052% of 350,000 active;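 active means mean inhibition across replicates of 30% or more, whatever share of single replicates reach that level; inconclusive means mean inhibition below 30% while every single replicate reaches 30%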;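 further: absorbance from insulin aggregation driven by PDI reduction with DTT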
Target sequence (P07237 whole entry, looked up): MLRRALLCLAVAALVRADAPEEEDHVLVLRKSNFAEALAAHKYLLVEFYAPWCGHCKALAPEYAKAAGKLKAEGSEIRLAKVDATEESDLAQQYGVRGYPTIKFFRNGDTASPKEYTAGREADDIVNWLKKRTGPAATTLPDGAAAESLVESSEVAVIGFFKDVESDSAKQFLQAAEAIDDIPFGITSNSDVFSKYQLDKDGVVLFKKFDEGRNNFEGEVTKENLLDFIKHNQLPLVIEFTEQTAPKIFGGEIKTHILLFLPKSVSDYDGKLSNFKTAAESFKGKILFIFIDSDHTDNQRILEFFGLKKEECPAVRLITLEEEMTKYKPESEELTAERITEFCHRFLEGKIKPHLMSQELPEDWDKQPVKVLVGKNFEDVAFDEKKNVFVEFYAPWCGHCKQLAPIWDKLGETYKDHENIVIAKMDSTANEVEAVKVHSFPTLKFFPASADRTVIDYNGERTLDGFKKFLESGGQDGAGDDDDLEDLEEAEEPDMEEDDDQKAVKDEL
Granule exo inh = LAMP-1 surface exposure blockers, TALL-104 cells – cell-based, flow cytometry, MLPCN library, primary screen | AID 651702, 2012 | inhibition, % at 10 µM | TALL-104 LAMP-1 surface exposure; cells stimulated with thapsigargin and PMA | 0.66% of 360,000 active;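 active means inhibition above about 55%, limit read from the data; inconclusive means no clear call, values can overlap the other calls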
HIF-2a inh = HIF-2a reporter inhibitors, primary screen, luminescence, 786-0 RCC cells; AID 624352, 2012; 0.72% of 360,000 active; inhibition, % at 18.8 µM; 786-0 RCC cells HIF-2a reporter, luciferase luminescence, overnight;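 active means inhibition of the luminescence signal of 40% or more relative to plate controls, in a single-dose primary screen at 18.75 µM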
NR2E3 ag-2 = inhibitors of NR2E3-RetCOR corepressor binding, primary screen, NR2E3 agonist project, biochemical, TR-FRET, GST-NR2E3, biotin-RetCOR | AID 2300, 2010 | Photoreceptor-specific nuclear receptor (Homo sapiens), Q9Y5X4 | inhibition of corepressor binding, % at 4.78 µM | 0.12% of 320,000 active | 1536-well;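 active means percent inhibition above the cutoff of mean plus 3 SD of all tested compounds, set per screening campaign, cut at about 20% in these data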;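 further: 0% = DMSO wells and 100% = biotin wells as full block of FRET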
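Test system: GST-NR2E3 and biotin-RetCOR proteins | Quantity: 1.35 nM GST-tagged NR2E3 final | Medium: Tris pH 7.5 | Also added: 7 nM biotin-RetCOR | Dosing: Compound at 4.8 µM, single dose | Timing: 5 h at 4 °C | Detection: Time-resolved FRET | Read-out basis: Percent inhibition | Benchmarks: Biotin wells as high control, 0.6% DMSO wells as low control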
Vif imaging = HIV Vif self-association inhibitors, primary screen, imaging, HEK293T, single point. HEK293T cells, Vif self-association by quenched fluorescence, 24 h. inhibition, % at 7.49 µM. 0.35% of 340,000 active; in the data active means inhibition above about 50%, passing the limit was not always enough; inconclusive means no clear call, values can overlap the other calls; inactive means below about 31%; further: some results filed as inactive read as strong as hits
aDG glyco act = activators of alpha-DG glycosylation, primary screen, uHTS, Pro5-aDG cells, AlphaScreen. activation, % at 10 µM. 0.22% of 360,000 active. AID 624168, 2012. alpha-DG glycosylation AlphaScreen (IIH6); 0% Pro5, 100% B10-LARGE cell signal;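 active means activation of at least 8% versus controls, or a plate z-score of at least 8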;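 further: Pro5 are CHO cells carrying HIG-tagged alpha-DG that lacks glycosylation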
TRPM1 prom inh = inhibitors of MITF-dependent TRPM1 promoter reporter, primary screen, cell-based, SK-MEL-5, single point, luciferase; SK-MEL-5 TRPM1 promoter luciferase, 24 h; inhibition, % at 12.5 µM; 0.83% of 330,000 active; AID 488899, 2010;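 active means mean inhibition across replicates of 60% or more, whatever share of single replicates reaches that level; inconclusive means some that reach 60%, reason not given; inactive means mean inhibition across replicates below 60%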; further: values of inactives mirror those of a sister screen read the other way
Active calls of the source: *; ? = inconclusive; / = no result given. Outcome played no part in choosing rows. Share with any hit: about 3.5%.

SMILES	CaV13 ICDI inh	iPSC survival up	NR2E3 ag-1	Peg3 promoter	PDI turbidity	Granule exo inh	HIF-2a inh	NR2E3 ag-2	Vif imaging	aDG glyco act	TRPM1 prom inh
Cc1c(C(=O)N2CCOCC2)c(S(=O)(=O)N2CCN(c3ccc(Cl)cc3)CC2)c(C)n1C	-15.6	-0.4	3.0	0.0	2.3	-1.3	6.0	-2.3	0.2	-0.3	-11.2
CC(=O)c1ccc(NC(=S)N2CCN(CCO)CC2)cc1	-20.8	1.2	-16.8	7.8	1.1	-4.0	10.8	-0.9	-3.0	-0.1	3.3
CC(=O)Cc1ccccc1OC(=O)c1ccco1	-3.4	-1.5	-9.1	9.9	-2.6	2.6	6.6	3.8	3.2	-0.2	-1.0
CCCCN(C(=O)c1cccc(S(=O)(=O)N2CC(C)OC(C)C2)c1)c1c(N)n(CC(C)C)c(=O)[nH]c1=O (stereo unspecified)	-3.2	-0.5	-6.2	-0.9	-2.8	24.0	6.5	1.6	/	-0.2	4.3
Cc1cc(Nc2cc(Cl)cc(Cl)c2)nc(N)n1	-5.1	0.0	-8.3	-21.9	20.1	61.6*	-6.8	-0.9	-5.3	0.1	1.8
CN(CC(=O)Nc1ccc(F)cc1)C(=O)CN1C(=O)NC2(CCCc3ccccc32)C1=O (stereo unspecified)	-2.9	-0.4	-42.6	16.0	0.7	3.5	15.1	0.7	-3.4	0.1	3.9
C=CCOc1c(OC)cc(/C=N/Nc2cccc(C(=O)O)c2)c(Br)c1Br	-4.8	-1.0	-141.5	-141.2	0.5	4.5	-199.4	1.6	1.8	-0.1	-52.7
COc1ccccc1/C=C/C=N/n1c(-c2cc(C)[nH]n2)n[nH]c1=S	1.3	1.9	-14.1	-0.8	8.7	-1.7	8.1	-0.8	-4.3	0.3	-9.2
COc1cccc(CN2CCN(C(=O)c3oc4c(F)cccc4c3C)CC2=O)c1	-11.7	-0.3	-0.7	-15.5	3.1	-4.0	3.5	1.9	5.5	0.0	9.1
COc1ccc(CN2CCn3ncc(C(=O)Nc4cccc(C)c4)c3C2=O)cc1	/	7.2	-70.3	-26.9	-12.2	2.9	-32.7	2.3	3.0	0.8	-22.6
O=c1[nH]nc(N2CCOCC2)c(=O)[nH]1	-5.6	2.1	-18.1	9.4	6.7	-2.6	11.6	0.0	-2.9	0.0	-0.4
O=C(/C=C/c1ccc(Cl)c([N+](=O)[O-])c1)NCc1cccnc1	-4.0	1.5	16.6	-4.4	-5.1	1.4	4.9	3.1	9.8	0.3	-9.2
CCOc1ccc(C(C)(C)C)cc1S(=O)(=O)n1nc(C)cc1C	-4.5	-2.5	-22.4	17.4	10.4	0.2	15.3	-3.9	-5.5	0.0	13.3
CS(=O)(=O)N1CCN(CC(=O)NC2CCCC2)CC1	-19.5	1.5	1.8	16.6	12.2	-1.9	9.1	-0.8	0.3	0.2	11.3
COC(=O)NC(Nc1sc2c(c1C(N)=O)CCCC2)(C(=O)OC)C(F)(F)F (stereo unspecified)	-4.3	-2.0	-12.2	8.2	-7.1	-0.9	7.9	1.3	?	0.2	5.0
CCOC(=O)c1nc(Nc2cc(C)cc(C)c2)c2ccccc2n1	-1.7	0.6	-19.0	-1.2	4.6	0.0	-17.0	0.0	0.5	-0.1	4.0
CCN1CCN(C(=S)Nc2cccc(C(F)(F)F)c2)CC1	-4.5	-1.2	-5.9	17.1	-5.9	0.0	11.8	1.5	-14.3	0.2	4.0
COC(=O)C(Cc1ccc(OC(=O)c2ccc(C)cc2)cc1)N1Cc2ccccc2C1=O (stereo unspecified)	/	0.1	-64.6	-152.8	0.7	4.5	-171.9	0.7	/	0.7	-46.5
C[C@@H]1CN([C@H](C)CO)C(=O)CCCn2nncc2CO[C@H]1CN(C)C(=O)Nc1ccc2c(c1)OCO2	-3.6	0.2	-34.9	-17.6	5.3	1.1	-17.8	/	4.2	0.0	/
Cc1cc(C)c(C(=O)N2CCCC(Nc3ccc(C)c(C)c3)C2)o1 (stereo unspecified)	-7.2	0.0	-19.3	-8.3	-0.2	1.5	-3.6	-2.2	-2.7	-0.6	6.8
COc1cc(C)cc(OC)c1OCC(=O)Nc1cc(C)on1	-1.5	0.7	-37.0	10.9	-2.7	69.1*	0.9	3.9	3.2	-0.2	-6.9
Cc1cnc(C(=O)Nc2ccc(F)cc2)cn1	-6.0	-2.7	-69.2	-121.6	-3.5	-1.6	-178.3	1.4	-9.1	-0.5	-48.3
COc1ccc(-c2ccc(C(=O)NCCN(C)C)c3occc23)c(C)c1	-8.9	4.1	-2.1	-0.8	-0.4	3.8	36.2	/	0.4	1.6	/
COc1cc(/C=N/n2c(-c3ccccc3)n[nH]c2=S)ccc1O	-1.1	-0.6	-9.3	15.2	3.2	-0.8	13.9	-2.0	-1.8	0.1	-13.8
CCc1c(C)c2cc(Cl)c(O)c(CN3CCCCC3)c2oc1=O	-3.0	-0.7	-9.1	4.7	-2.5	-1.0	12.4	0.1	-2.5	0.0	2.8

Of the compounds above, these contain a Cl atom.
SMILES	CaV13 ICDI inh	iPSC survival up	NR2E3 ag-1	Peg3 promoter	PDI turbidity	Granule exo inh	HIF-2a inh	NR2E3 ag-2	Vif imaging	aDG glyco act	TRPM1 prom inh
Cc1c(C(=O)N2CCOCC2)c(S(=O)(=O)N2CCN(c3ccc(Cl)cc3)CC2)c(C)n1C	-15.6	-0.4	3.0	0.0	2.3	-1.3	6.0	-2.3	0.2	-0.3	-11.2
Cc1cc(Nc2cc(Cl)cc(Cl)c2)nc(N)n1	-5.1	0.0	-8.3	-21.9	20.1	61.6*	-6.8	-0.9	-5.3	0.1	1.8
O=C(/C=C/c1ccc(Cl)c([N+](=O)[O-])c1)NCc1cccnc1	-4.0	1.5	16.6	-4.4	-5.1	1.4	4.9	3.1	9.8	0.3	-9.2
CCc1c(C)c2cc(Cl)c(O)c(CN3CCCCC3)c2oc1=O	-3.0	-0.7	-9.1	4.7	-2.5	-1.0	12.4	0.1	-2.5	0.0	2.8

(listing goes on)
SMILES	CaV13 ICDI inh	iPSC survival up	NR2E3 ag-1	Peg3 promoter	PDI turbidity	Granule exo inh	HIF-2a inh	NR2E3 ag-2	Vif imaging	aDG glyco act	TRPM1 prom inh
O=c1c(C=NCc2ccccc2)c(NCc2ccccc2)nc2ccccn12	-5.2	-0.2	19.8	-66.0	2.4	4.1	-127.8	1.2	-10.6	-0.4	-18.5
CCOC(=O)C(C)Sc1nnc(-c2ccccc2O)n1Cc1ccccc1 (stereo unspecified)	-4.4	-0.5	-9.0	20.4	-1.7	2.7	12.9	-2.1	15.5	0.1	10.3
O=C1CN(C(=O)c2ccccc2F)C(c2ccc(F)cc2)c2cc(Br)ccc2N1 (stereo unspecified)	-4.5	-0.2	-4.1	23.7	4.5	5.7	32.7	-1.9	-6.3	0.0	13.0
Cc1c(C(=O)NCc2ccc3c(c2)OCCO3)sc(=O)n1Cc1ccccc1F	73.3*	-0.9	-20.1	22.1	3.6	-0.1	5.6	/	-1.7	0.0	/
CNc1snc(C)c1C(=O)OCC(=O)c1ccc(Cl)cc1	-5.8	-2.3	24.1	11.1	-1.1	-1.3	-0.8	0.1	-7.8	4.5	16.8
O=C(Cc1ccccc1Cl)Nc1cccnc1	12.4	0.8	-14.0	9.0	-13.3	0.0	15.0	-0.5	4.4	-0.3	-0.8
CCC1=NN2C(=N)/C(=C\c3cccn3-c3ccc(Br)cc3)C(=O)N=C2S1	-5.1	1.7	-11.8	26.6	8.5	0.1	6.7	/	-35.8	0.0	-41.4
Clc1ccc(OCCn2ccnc2)c(Cl)c1	-5.3	-0.2	-21.9	-2.4	7.0	-0.7	-10.0	-3.1	/	-0.1	-8.1
COc1ccc(-n2ncc3c2CC(C)(C)CC3NC(=O)CCN2CCCC2=O)cc1 (stereo unspecified)	-6.9	-0.5	-29.3	-5.2	3.2	1.6	-2.8	-3.9	9.2	0.4	0.9
O=C(COC(=O)c1ccccc1)NC1CCCC1	-3.3	-0.8	-11.4	-84.6	4.7	-1.9	-9.3	-2.6	-0.5	0.2	-7.8
Cc1cc2cc(CNC(=O)c3ccc4c(c3)OCO4)ccc2[nH]1	-8.4	-0.9	-6.5	-1.4	3.8	-1.7	-0.4	-3.2	1.3	-0.3	-21.2
COCCN(Cc1cn(C)nc1-c1ccc(Oc2ccccc2)cc1)C(C)C	26.2	-0.1	5.2	2.9	4.1	25.9	8.8	/	3.4	0.2	6.7
O=C(CC1CCS(=O)(=O)C1)NC1CCCCC1 (stereo unspecified)	-4.0	-0.5	-24.1	2.7	-13.0	0.5	4.0	-4.0	/	-0.2	5.9
CCOc1ccc(NS(=O)(=O)c2cc(C(=O)N3CCCC3)ccc2Cl)cc1	-11.3	-0.3	-12.6	9.7	-0.7	-7.6	7.7	2.4	13.2	0.2	-4.0
O=c1cc(CN2CCN(CCO)CC2)c2cc3c(cc2o1)CCC3	/	-0.5	-21.2	-7.0	7.5	-0.4	19.5	-1.1	/	0.0	2.8
COc1ccc(NS(=O)(=O)c2ccc(NC(=O)CCNS(=O)(=O)c3ccc(C)cc3)cc2)cc1	-4.6	-1.9	4.2	20.6	-0.1	-2.0	16.5	0.8	-0.7	0.0	2.5
CC1CCN(c2ccc(C(F)(F)F)cc2N)CC1	-5.9	-0.3	-34.2	-8.1	-1.3	-1.7	13.4	-1.6	-6.7	-0.1	-19.6
Cc1cc(C)cc(C(=O)NCC(=O)OCc2c(C)noc2C)c1	-4.2	1.9	9.0	0.5	-8.5	-2.5	3.3	0.4	-1.1	-0.3	2.2

Structures above shown as hits in CaV13 ICDI inh:
SMILES | CaV13 ICDI inh | NR2E3 ag-1 | Peg3 promoter | PDI turbidity | Granule exo inh | HIF-2a inh | NR2E3 ag-2 | Vif imaging | aDG glyco act | TRPM1 prom inh
Cc1c(C(=O)NCc2ccc3c(c2)OCCO3)sc(=O)n1Cc1ccccc1F | 73.3* | -20.1 | 22.1 | 3.6 | -0.1 | 5.6 | / | -1.7 | 0.0 | /

Bioassay records deposited in PubChem BioAssay by several laboratories.
